hIAP block = blocks human intestinal alkaline phosphatase. purified IAP, CDP-Star luminescence, 30 min. 0.12% of 330,000 active. inhibition, % at 10 µM. AID 2544. P09923;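 active means inhibition reaching a set limit with compound at 10 µM in the primary screen, cut at about 35% in these data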;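 further: plate controls were DMSO wells with enzyme for no effect and no-enzyme buffer wells for full effect; values of inactives mirror those of a sister screen read the other way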
Target sequence (P09923 whole entry, looked up): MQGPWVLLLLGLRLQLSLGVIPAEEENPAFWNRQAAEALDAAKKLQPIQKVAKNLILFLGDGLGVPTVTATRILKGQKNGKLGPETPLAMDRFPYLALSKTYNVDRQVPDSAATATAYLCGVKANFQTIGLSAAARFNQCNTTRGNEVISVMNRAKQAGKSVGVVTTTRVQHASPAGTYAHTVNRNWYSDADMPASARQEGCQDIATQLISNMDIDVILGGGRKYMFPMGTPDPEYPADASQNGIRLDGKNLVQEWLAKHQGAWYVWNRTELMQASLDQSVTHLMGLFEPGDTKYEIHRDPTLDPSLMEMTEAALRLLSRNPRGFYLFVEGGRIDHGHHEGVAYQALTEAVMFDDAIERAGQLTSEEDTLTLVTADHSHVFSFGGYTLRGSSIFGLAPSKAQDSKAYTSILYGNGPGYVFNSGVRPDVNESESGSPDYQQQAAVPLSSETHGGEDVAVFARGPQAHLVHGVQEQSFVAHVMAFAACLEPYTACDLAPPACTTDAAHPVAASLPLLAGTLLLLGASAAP
ATG4B inh = ATG4B (human) cysteine protease inhibition; Q9Y4P1; ATG4B cleavage of LC3-PLA2, NBD-HPC fluorescence, 1 h; inhibition, % at 8.33 µM; 0.51% of 340,000 active; in the data active means inhibition above about 40%
MPTP inh = blocks calcium-induced mitochondrial swelling; isolated mouse mitochondria, Ca2+ swelling absorbance, 30 min; inhibition, % at 10 µM; 1.4% of 360,000 active;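 active means inhibition of 50% or more, scaled per plate between neutral and stimulator controls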;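 further: 0% = DMSO wells given calcium and 100% = 1 mM EGTA wells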
mIAP inh = mouse IAP inhibition; purified mouse IAP, CDP-Star luminescence, 30 min; 0.2% of 330,000 active; inhibition, % at 10 µM; AID 2806;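 active means inhibition of at least 40% at 10 µM in the primary screen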;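 further: plate controls were DMSO with enzyme for no effect and no enzyme wells for full effect; values of inactives mirror those of a sister screen read the other way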
A3A deaminase = inhibitors of human APOBEC3A DNA deaminase; recombinant A3A, FAM/TAMRA ssDNA deamination fluorescence; 0.41% of 330,000 active; inhibition, % at 20 µM;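 active means at least 40% inhibition at 20 µM here, with at most 30% in a related deaminase screen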;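 further: plate controls were A3A with DMSO for no effect and wells lacking A3A enzyme for full effect; some results filed as inactive read as strong as hits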
Target sequence (P31941 whole entry, looked up): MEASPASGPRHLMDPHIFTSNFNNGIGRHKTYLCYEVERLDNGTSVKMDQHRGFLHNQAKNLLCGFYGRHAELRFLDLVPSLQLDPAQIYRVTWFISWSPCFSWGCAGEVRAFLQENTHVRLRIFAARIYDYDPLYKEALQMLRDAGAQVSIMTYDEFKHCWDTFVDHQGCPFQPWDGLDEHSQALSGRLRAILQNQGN
hIAP activ = increases human intestinal alkaline phosphatase activity. purified human IAP, CDP-Star luminescence, 30 min; active compounds read high; 1 = vehicle-only enzyme, 0 = enzyme-free background. activation factor at 10 µM. 0.16% of 330,000 active;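 active means activation factor of the enzyme at least 2-fold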; further: the source names both 10 and 20 µM as test concentration; values of inactives mirror those of a sister screen read the other way
mIAP act = mouse IAP activation. muIAP, CDP-Star luminescence, 30 min; active compounds read high; 1 = vehicle-only enzyme signal, 0 = enzyme-free wells. 0.24% of 330,000 active. AID 2805. activation factor at 10 µM;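 active means activation factor of at least 2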; further: the source names both 10 and 20 µM as test concentration; values of inactives mirror those of a sister screen read the other way
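also added = chemiluminescent substrate CDP-Star | test system = mouse IAP enzyme | signal = chemiluminescence readout | compound = DMSO-dissolved test compounds | incubation = 30 min at room temperature | benchmarks = DMSO wells, no-enzyme wells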
beta cell repl = MIN6 beta-cell proliferation induction; proliferation, % at 10 µM; AID 2380; 0.29% of 330,000 active; MIN6 cells proliferation, ATPlite luminescence, 48 h; cells starved in 0.2% serum; 100% = growth in 10% serum;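 active means compounds whose signal lies at least 3.5 SD above the mean of all wells on their plate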;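 further: 0% = DMSO-treated cells in low-serum medium and 100% = 10% serum control; some compounds called inactive have numbers as strong as hits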
A3G deaminase = blocks human APOBEC3G single-stranded DNA deamination | recombinant A3G, ssDNA deamination FAM/TAMRA fluorescence | inhibition, % at 20 µM | 0.28% of 330,000 active;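 active means inhibition of at least 40% at 20 µM, with no more than 30% in the related APOBEC3A deaminase screen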;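 further: plate controls were DMSO wells with A3G for no effect and wells lacking A3G enzyme for full effect; some compounds called inactive have numbers as strong as hits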
Target sequence (Q9HC16 whole entry, looked up): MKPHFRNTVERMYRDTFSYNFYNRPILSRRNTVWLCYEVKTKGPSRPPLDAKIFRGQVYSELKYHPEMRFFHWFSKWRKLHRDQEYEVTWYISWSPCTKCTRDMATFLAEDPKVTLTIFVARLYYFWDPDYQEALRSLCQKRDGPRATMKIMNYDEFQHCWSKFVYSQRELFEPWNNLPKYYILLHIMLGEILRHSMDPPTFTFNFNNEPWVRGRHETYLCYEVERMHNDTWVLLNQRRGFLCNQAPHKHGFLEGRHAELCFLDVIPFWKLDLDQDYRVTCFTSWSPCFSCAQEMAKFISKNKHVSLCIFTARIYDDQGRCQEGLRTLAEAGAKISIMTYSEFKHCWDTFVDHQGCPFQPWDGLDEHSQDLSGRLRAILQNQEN
An asterisk follows results filed as active; i = inactive.

SMILES	hIAP block	ATG4B inh	MPTP inh	mIAP inh	A3A deaminase	hIAP activ	mIAP act	beta cell repl	A3G deaminase
COC1=C(Nc2ccc(C)cc2)C(=O)c2ccccc2C1=O	25	21	3.9	15	1	0.75	0.85	-3	-1
CCOc1ccc(N2C(=O)CC(NC3CCN(C(=O)c4cccs4)CC3)C2=O)cc1 (centres undefined)	-23	-1	-0.9	5	0	1.2	0.95	3	-4
CCOC(=O)C(C(=O)Nc1cccc(C)c1)C1CCCCC1 (centres undefined)	-9	-11	0.4	-8	1	1.1	1.1	-2	2
O=C(Cn1nc(Cc2cccnc2)c2ccccc2c1=O)Nc1cc(F)ccc1F	-2	1	30	-5	0	1	1.1	-1	-3
Cc1cc(=O)n(C)c(=O)n1CCCNc1ccccc1	-18	1	-0.4	3	2	1.2	0.97	-2	-3
Cc1ccc(Nc2nc(=O)[nH]nc2C)cc1	6	2	-0.4	2	-3	0.94	0.98	-3	-6
Cc1ccc(CN2CC(C(=O)NCCC3=CCCCC3)CC2=O)cc1 (centres undefined)	2	4	2.0	-4	1	0.98	1	-1	0
CCN(CC)S(=O)(=O)c1ccc(N2C(=O)Nc3ccccc3N2O)cc1	7	-1	0.9	-2	-1	0.93	1	0	-5
CCCOc1ccc(N/C=C/C(=O)C(C)(C)C)cc1	5	12	0.1	5	3	0.95	0.95	-1	0
O=C(NCc1cccnc1)C1CC2c3ccccc3C1c1ccccc12 (centres undefined)	0	5	0.1	-2	0	0.99	1	0	-2
Fc1ccc(-c2ccnc3nc(-n4cccc4)nn23)cc1	-14	7	0.1	-6	4	1.1	1.1	-1	3
c1ccc2c(c1)NC1(CCCCC1)n1c-2nc2ccccc21	5	13	-0.4	-4	-7	0.95	1	-4	-8
O=C(OCc1cccc([N+](=O)[O-])c1)c1cccnc1	1	-5	2.2	-3	0	0.99	1	-1	0
Fc1cccc(CSc2nc3ncc(Cl)cc3[nH]2)c1	5	2	16	7	5	0.95	0.93	2	3
CCN(CC)S(=O)(=O)c1cc(NC(=O)Cn2ncc(Cl)c(Cl)c2=O)ccc1C	4	2	5.5	6	14	0.96	0.94	-6	55*
CCC1(C)CC(CCN(Cc2ccco2)C(C)=O)(c2ccccc2)CCO1 (centres undefined)	6	-9	2.3	2	-2	0.94	0.98	-1	-7
COc1ccc(S(=O)(=O)N(C)C)cc1NS(=O)(=O)c1ccc(F)c(F)c1F	-1	8	3.1	-2	-4	1	1	-1	-9
CCN(CC)S(=O)(=O)c1ccc(C(=O)NCCc2cc3c(OC)ccc(OC)c3[nH]c2=O)cc1	1	-13	-1.9	-2	-4	0.99	1	1	6
CC(C)(C)N(NC(=O)Nc1ccc(Cl)c(Cl)c1)C(=O)c1ccccc1	-83	-10	104*	i	40*	1.8	6.8*	-7	1
O=C(C[n+]1cccc(CNC(=O)c2ccc(OC(F)F)cc2)c1)Nc1cccc(C(F)(F)F)c1	18	25	12	22	-4	0.82	0.78	-1	-4
CC(=O)c1ccc(N2C(=O)CC(N3CCN(S(=O)(=O)c4ccc(C)c(C)c4)CC3)C2=O)cc1 (centres undefined)	4	-6	-0.5	1	6	0.96	0.99	3	1
COc1ccc(C(=O)n2cnc3ccccc32)cc1	14	-9	0.9	-4	-4	0.85	1	-1	-6
COC(=O)c1ccc(/C=C(/NC(=O)c2ccccc2)C(=O)N2CCOCC2)cc1	6	-6	-0.7	2	-6	0.94	0.97	0	-8
Cc1cccc2sc(NC(=O)C3CCN(C(=O)c4ccco4)CC3)nc12	8	-18	0.6	-10	-3	0.92	1.1	0	-6
O=C(COC(=O)Cc1ccc(Cl)cc1Cl)Nc1ccccc1OC(F)F	-3	6	1.9	-16	-4	1	1.2	2	-6

Compounds from the list above containing a tert-butyl group (two):
SMILES	hIAP block	ATG4B inh	MPTP inh	mIAP inh	A3A deaminase	hIAP activ	mIAP act	beta cell repl	A3G deaminase
CCCOc1ccc(N/C=C/C(=O)C(C)(C)C)cc1	5	12	0.1	5	3	0.95	0.95	-1	0
CC(C)(C)N(NC(=O)Nc1ccc(Cl)c(Cl)c1)C(=O)c1ccccc1	-83	-10	104*	i	40*	1.8	6.8*	-7	1

Remaining list, next part.
SMILES	hIAP block	ATG4B inh	MPTP inh	mIAP inh	A3A deaminase	hIAP activ	mIAP act	beta cell repl	A3G deaminase
COc1cc(C2NC(=S)NC(c3ccccc3)=C2C(C)=O)cc(Cl)c1OCC(=O)O (centres undefined)	14	2	-1.8	-4	0	0.86	1	-3	-6
CCN(CC(=O)Nc1ccc(NC(C)=O)cc1)S(=O)(=O)/C=C/c1ccccc1	-27	-7	0.9	-14	-7	1.3	1.1	-3	-6
N#Cc1cnn(-c2ncnc3sc4c(c23)CCCC4)c1N	4	3	1.5	0	-2	0.96	1	1	-4
Cc1cccc(C(=O)N2CCC(Cc3ccccc3)CC2)c1[N+](=O)[O-]	-15	-4	1.5	-10	-2	1.2	1.1	-2	-8
CC(OC(=O)CNC(=O)C12CC3CC(CC(C3)C1)C2)C(=O)Nc1ccc(S(N)(=O)=O)cc1 (centres undefined)	-6	-4	0.7	0	2	1.1	1	-1	0
Cc1ccc(C(=O)NNC(=O)c2cccc(S(=O)(=O)N3CCN(c4ccccc4)CC3)c2)cc1	4	-4	2.8	4	5	0.95	0.96	0	0
S=C(Nc1cccc(Cl)c1Cl)N1CCCC1	9	-5	0.2	2	-5	0.91	0.98	2	-6
CCOCCCNC(=O)c1oc2ccc(S(=O)(=O)N3CCOCC3)cc2c1C	1	-7	-0.3	3	2	0.99	0.97	0	-2
CCOc1ccc(N(CC(=O)N2CC=C(c3ccccc3)CC2)S(=O)(=O)c2c(C)noc2C)cc1	23	-8	1.0	8	-2	0.77	0.93	-5	-2
CC(Oc1ccccc1Cl)c1nnc(N)s1 (centres undefined)	0	7	-0.5	-7	4	1	1.1	1	4
C=CCN1C(=O)c2ccccc2NC1c1ccc(Br)s1 (centres undefined)	10	12	-4.3	5	-6	0.9	0.95	1	-5
C#CCOc1c(Br)cc(/C=C2/C(=O)ON=C2C)cc1OCC	11	6	-0.8	8	2	0.89	0.93	-1	2
C/C(=N\NC(=O)c1nc2ccccn2c1C)c1ccco1	-19	4	-2.2	10	3	1.2	0.9	0	0
CCOC(=O)C1=C(C)N(CCCC(=O)O)C(=O)NC1c1ccc(Cl)cc1Cl (centres undefined)	-5	-5	-0.4	0	-6	1	1	2	-14
CC(C)(C)c1ccc(/C=C2\SC(=O)N(CCNC(=O)c3cccc(S(=O)(=O)N4CCOCC4)c3)C2=O)cc1	-10	-24	5.6	3	-2	1.1	0.97	-6	-8
CCCCCCCCn1c2c(c(=N)c3ccccc31)CCC2	16	-2	33	6	0	0.84	0.94	-5	-6
Cc1nn(C(=O)CCC(=O)NCc2ccccc2Cl)c2ccccc12	-10	13	0.0	3	2	1.1	0.97	-1	2
COC(=O)N/N=C(\C)c1ccc(C)c([N+](=O)[O-])c1	-2	-2	-2.4	-6	-5	1	1.1	0	-11
COc1ccccc1NC(=O)CN(Cc1ccco1)C(=O)c1cncc(Br)c1	-20	1	1.5	-2	-9	1.2	1	-3	3
CCCCCCOc1ccc(N2C(=O)CC(N3CCN(C(=O)c4ccco4)CC3)C2=O)cc1 (centres undefined)	-12	-18	-1.5	10	-1	1.1	0.91	-4	-4
Cc1ccc(S(=O)(=O)NCCN(CCNS(=O)(=O)c2ccc(C)cc2)S(C)(=O)=O)cc1	6	-9	1.0	-2	1	0.94	1	-1	-2
COc1ccc(S(=O)(=O)N2CCCCC2)cc1N(C)S(=O)(=O)c1ccccc1	-6	2	2.5	-15	-4	1.1	1.1	0	-11
C[C@H](N=C1NS(=O)(=O)c2ccccc21)C(=O)OCc1cc([N+](=O)[O-])cc2c1OCOC2	-17	1	1.7	-9	-1	1.2	1.1	0	-6
COc1cccc(NC(=O)CCN2C(=O)C3CC=CCC3C2=O)c1 (centres undefined)	-4	0	-0.3	-5	-1	1	1.1	3	-5
Cc1nnc(NC(=O)CCC(=O)N2CCN(S(=O)(=O)c3cc([N+](=O)[O-])ccc3C)CC2)s1	-12	1	-0.7	-2	1	1.1	1	-1	0
SMILES	hIAP block	ATG4B inh	MPTP inh	mIAP inh	A3A deaminase	hIAP activ	mIAP act	beta cell repl	A3G deaminase
C=CCOc1cccc(/C=N/NC(=O)CN(c2cc(Cl)ccc2OC)S(=O)(=O)c2ccc(C)c([N+](=O)[O-])c2)c1	11	-4	3.7	7	-4	0.89	0.93	0	-4
COc1cc(/C=N\n2cnnc2)ccc1OCC(=O)Nc1ccc(C)cc1	9	-8	0.6	0	-1	0.91	1	-3	1
CC1CCCCC1NC(=O)CN1C(=O)c2ccccc2S1(=O)=O (centres undefined)	-20	-10	-1.6	1	-4	1.2	0.99	-2	-6
Cn1cccc1/C=N\NC(=O)C1COc2ccccc2O1 (centres undefined)	11	5	-0.2	11	-4	0.89	0.89	-2	-3
CC(C)CC(NC(=O)OC(C)(C)C)C(=O)NCc1ccccc1 (centres undefined)	2	-1	-0.9	-4	-1	0.98	1	0	-4
Nn1c(SCC(=O)NC2CCCC2)nnc1-c1ccccc1F	13	1	0.4	3	0	0.87	0.97	-1	-6
O=C(Nc1cccc(C(=O)Nc2ccc(Br)cc2)c1)c1ccccc1	8	-2	27	2	-5	0.92	0.98	-2	-7
O=C(OCCN1CCCCC1)c1ccccc1Cl	-9	-2	-1.4	-1	-1	1.1	1	-1	0
CC(C)NC(=O)Cn1cc(C(=O)C2CC2)c2ccccc21	1	-15	1.8	-2	-4	0.99	1	1	-4
O=C(Nc1ccc(Cn2cccn2)cc1)c1ccc(COc2ccccc2Br)cc1	7	3	-1.9	-9	-5	0.93	1.1	-3	-6
O=C(Cn1cnc2ccccc2c1=O)NCCC(=O)N1CCN(Cc2ccccc2)CC1	14	2	-0.1	6	-2	0.86	0.94	-4	-4
O=C(c1ccccc1Cl)N1N=C(c2cccs2)CC1c1cccc(O)c1 (centres undefined)	-28	-16	-2.7	6	-7	1.3	0.94	-1	-7
O=C(Nc1ncccc1O)c1c(O)c2ccccc2[nH]c1=O	-4	0	7.8	2	5	1	0.98	-4	-2
CCN(C(=S)Nc1ccccc1F)C1CCCCC1	7	-10	-1.4	4	-2	0.93	0.96	2	1
C(=N\Nc1nc2ccccc2[nH]1)/c1c[nH]c2ccccc12	-6	-20	39	0	-3	1.1	1	-4	-2
COc1cc(/C=N/NC(=O)c2ccncc2)cc(OC)c1OC	8	-7	-0.1	-2	-3	0.92	1	2	-4
CC(=O)c1sc(C(C)(C)C)cc1NC(=O)/C=C/C(=O)O	-10	-6	2.8	-1	-1	1.1	1	-3	0
CCCc1cc(=O)oc2cc(OCC(=O)NC(Cc3c[nH]c4ccc(O)cc34)C(=O)O)c(Cl)cc12 (centres undefined)	-28	-2	-2.2	-4	2	1.3	1	-4	-5
COc1ccc(NC(=O)Nc2ccc3c(c2)C(=O)N([C@H](C)CO)C[C@H](C)[C@@H](CN(C)S(=O)(=O)c2ccc(F)cc2)O3)cc1	4	-18	0.2	-185	-1	0.96	2.9*	0	-6
CNC(=O)c1c(NC(=O)c2ccc(S(=O)(=O)N3CCCCC3)cc2)sc2c1CCN(C(C)C)C2	-18	-16	0.8	4	-3	1.2	0.96	-5	-5
CCCn1c(=N)n(CC(O)c2ccc(C)cc2)c2ccccc21 (centres undefined)	-13	3	2.3	2	2	1.1	0.98	0	-4

Pulled one by one from the list above, two records:
SMILES	hIAP block	ATG4B inh	MPTP inh	mIAP inh	A3A deaminase	hIAP activ	mIAP act	beta cell repl	A3G deaminase
O=C(Cn1cnc2ccccc2c1=O)NCCC(=O)N1CCN(Cc2ccccc2)CC1	14	2	-0.1	6	-2	0.86	0.94	-4	-4
CC(C)CC(NC(=O)OC(C)(C)C)C(=O)NCc1ccccc1 (centres undefined)	2	-1	-0.9	-4	-1	0.98	1	0	-4

High-throughput results (PubChem BioAssay)
